OX1R antag-1: blocks the human orexin 1 receptor. O43613. OX1R-expressing cells, FRET antagonist read-out. inhibition, % at 6.6 µM. hit rate 1.8% among 330,000. AID 485270; in the data active = inhibition mostly above about 38%, no sharp cut-off; inactive = mostly below about 40%;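 note: 0% = agonist challenge alone and 100% = reference antagonist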
Target sequence (O43613 whole entry, looked up): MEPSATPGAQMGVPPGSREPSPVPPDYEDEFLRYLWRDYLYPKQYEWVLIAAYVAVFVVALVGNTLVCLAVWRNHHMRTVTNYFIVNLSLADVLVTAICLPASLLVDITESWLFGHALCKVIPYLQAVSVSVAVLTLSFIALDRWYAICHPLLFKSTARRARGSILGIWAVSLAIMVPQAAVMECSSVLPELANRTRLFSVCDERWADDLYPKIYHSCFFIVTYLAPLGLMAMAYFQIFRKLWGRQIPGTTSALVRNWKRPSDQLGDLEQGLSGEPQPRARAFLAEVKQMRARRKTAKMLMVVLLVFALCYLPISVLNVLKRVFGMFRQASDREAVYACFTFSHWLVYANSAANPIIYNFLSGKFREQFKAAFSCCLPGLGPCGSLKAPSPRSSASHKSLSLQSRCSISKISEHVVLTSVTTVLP
CHT PAM: allosterically activates the human high affinity choline transporter; Q9GZV3; CHT-expressing cells, membrane potential dye, choline EC20; stronger effect = higher value; LV-AA mutant CHT in HEK293 cells; B-score at 10 µM; hit rate 0.49% among 310,000; AID 488977;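 active = initial fluorescence not abnormally high and integrated response B-score, plate-corrected, over 3 SD above library mean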
Target sequence (Q9GZV3 whole entry, looked up): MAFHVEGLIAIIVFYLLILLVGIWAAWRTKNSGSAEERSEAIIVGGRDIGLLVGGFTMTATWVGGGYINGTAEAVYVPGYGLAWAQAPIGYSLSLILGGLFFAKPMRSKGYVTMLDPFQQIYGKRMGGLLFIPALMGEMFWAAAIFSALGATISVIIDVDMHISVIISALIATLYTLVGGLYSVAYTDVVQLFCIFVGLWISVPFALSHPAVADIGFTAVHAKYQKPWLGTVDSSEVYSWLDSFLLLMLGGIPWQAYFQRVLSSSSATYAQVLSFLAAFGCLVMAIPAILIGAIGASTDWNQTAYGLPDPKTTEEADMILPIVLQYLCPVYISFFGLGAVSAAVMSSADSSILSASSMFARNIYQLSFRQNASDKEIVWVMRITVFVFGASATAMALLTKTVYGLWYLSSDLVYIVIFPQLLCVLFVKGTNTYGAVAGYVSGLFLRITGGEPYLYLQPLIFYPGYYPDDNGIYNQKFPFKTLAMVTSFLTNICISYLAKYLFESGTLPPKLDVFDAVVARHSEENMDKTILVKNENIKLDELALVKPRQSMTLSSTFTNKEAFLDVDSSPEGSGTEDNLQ
OX1R antag-2: blocks the human orexin 1 receptor; CHO/OX1R cells, Fluo-8 calcium fluorescence, orexin A; inhibition, % at 5 µM; hit rate 0.43% among 330,000; O43613; AID 434989;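 active = inhibition above its plate's threshold, mean inhibition of all tested compounds on the plate plus 3 SD, cut at about 37% in these data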;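 note: 0% = orexin A challenge wells and 100% = SB-334867-A antagonist wells; not every result past the cut was called active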
An asterisk follows results filed as active; i = inactive; / = not tested or not shown.

SMILES | OX1R antag-1 | CHT PAM | OX1R antag-2
COc1ccc2[nH]c(C(=O)O)c(NS(=O)(=O)c3ccc(OC)c(OC)c3)c2c1 | 22 | i | -17
COc1ccc(NCc2nnc(SCC(=O)Nc3nc(-c4ccccc4)cs3)n2-c2ccccc2)cc1 | 7 | i | -9
COc1ccc(NC(=O)CN(C)C(=O)c2ccc(NS(=O)(=O)c3ccc(C)c([N+](=O)[O-])c3)cc2)cc1 | 17 | i | -11
Cc1cccc(N(C)C(=O)CCS(=O)(=O)c2cc3c(cc2Cl)NC(=O)CO3)c1 | -1 | i | 4
CCCC(=O)Nc1ccc(C(=O)Nc2nnc(COC)s2)cc1 | 1 | i | -7
O=C(N/N=C/c1ccccc1Cl)c1cccc(F)c1 | 1 | i | 2
Cc1cc(C)cc(NC(=O)CCNS(=O)(=O)c2cc(Br)cnc2N)c1 | 65* | i | -13
COc1ccc(NCN2C(=O)C3C4C=CC(C4)C3C2=O)cc1 (centres undefined) | 29 | i | 4
O=C(O)C1CCCN1C(=O)c1cccs1 (centres undefined) | 18 | i | -2
CCN(CC(=O)NCc1ccncc1)S(=O)(=O)c1ccccc1 | 12 | i | -9
Cc1ccc(-n2c(CCc3nc4ccccc4[nH]3)n[nH]c2=S)cc1 | 34 | i | -14
O=C(CN1CCC(n2nnc3cc(C(F)(F)F)ccc32)CC1)NNC(=O)c1ccco1 | 8 | i | -4
COc1ccc2cc3cc(C(=O)NCC4COc5ccccc5O4)oc3nc2c1 (centres undefined) | 61 | i | -1
CC(/C=C1\SC(=S)N(NS(=O)(=O)c2ccccc2)C1=O)=C\c1ccccc1 | 53 | i | -1
C[C@@H]1CN([C@@H](C)CO)C(=O)c2cc(NC(=O)C3CC3)ccc2O[C@@H]1CN(C)C(=O)NC1CCCCC1 | 9 | / | -9
O=C(N/N=C\c1ccc(-c2ccc([N+](=O)[O-])cc2)o1)C1COc2ccccc2O1 (centres undefined) | 19 | i | -1
Oc1ccc(CCNc2c3ccccc3nc3ccccc23)cc1O | 3 | i | -16
COc1ccc(-c2cnc(N)n2CC2CCCO2)cc1 (centres undefined) | -2 | i | -19
O=C(Nc1ccccc1)OCCNC(=O)c1cccc(Br)c1 | 7 | i | -13
CCC(C)Nc1nc2c(c(=O)n(C)c(=O)n2C)n1Cc1cccc(C)c1 (centres undefined) | 9 | i | -5

5 neighbouring entries already listed:
SMILES | OX1R antag-1 | CHT PAM | OX1R antag-2
O=C(N/N=C\c1ccc(-c2ccc([N+](=O)[O-])cc2)o1)C1COc2ccccc2O1 (centres undefined) | 19 | i | -1
Oc1ccc(CCNc2c3ccccc3nc3ccccc23)cc1O | 3 | i | -16
COc1ccc(-c2cnc(N)n2CC2CCCO2)cc1 (centres undefined) | -2 | i | -19
O=C(Nc1ccccc1)OCCNC(=O)c1cccc(Br)c1 | 7 | i | -13
CCC(C)Nc1nc2c(c(=O)n(C)c(=O)n2C)n1Cc1cccc(C)c1 (centres undefined) | 9 | i | -5

(next part)
SMILES | OX1R antag-1 | CHT PAM | OX1R antag-2
O=C(O)c1cn(-c2ccc(F)cc2)c(=O)c2ccccc12 | 16 | i | -1
CCOC(=O)c1[nH]c2cc(OC)c(OC)cc2c1NC(=O)C(C)N1CCN(Cc2ccccc2)CC1 (centres undefined) | 7 | i | -25
Cc1ccc(C)c(NC(=O)Cc2csc(-c3ccccc3)n2)c1 | 7 | i | -6
O=C(CN1C(=O)c2ccccc2C1=O)NC1CCCCC1 | 10 | i | 7
COCCNC(=O)c1onc(CSc2ccccn2)c1C(=O)NCCOC | 22 | i | -11
COc1ccc(-n2c(=O)[nH]cc(C(=O)N3CCc4ccccc43)c2=O)cc1 | 30 | i | -2
Cc1cc(OCC(=O)OCC(=O)NC2CCCCCC2)ccc1Cl | 6 | / | 6
Cc1ccccc1CNS(=O)(=O)c1csc(C(N)=O)c1 | 16 | i | -18
O=C(NCC1CCCCC1)C1CCC(=O)N(CCc2cccc(F)c2)C1 (centres undefined) | 16 | i | -28
COc1ccccc1C(=O)Nc1nc2ccc(S(C)(=O)=O)cc2s1 | 41* | i | 1
Cc1cc(NC(=O)c2cccc(Oc3ccccc3)c2)n[nH]1 | 16 | i | -14
O=C(CCc1ccccc1)N1CCCC1 | -3 | i | -14
CCN(CCC(=O)Nc1cc([N+](=O)[O-])ccc1OC)Cc1ccccc1 | 11 | i | -16
Cc1nc2ccc(NC(=O)COc3ccccc3C)cc2s1 | -16 | i | -14
CC(C)C[C@H](N)c1nnc(SCC(=O)Nc2ccc(Br)cc2)o1 | 6 | i | -1
CCCCCCCCCCS(=O)(=O)N/N=C/c1ccc([N+](=O)[O-])cc1 | 8 | i | -3
O=C(CSc1nc(C2CC2)nc2ccccc12)N1c2ccccc2Sc2ccccc21 | 31 | i | -28
Cc1cc2ncn(C(=O)c3c(-c4c(Cl)cccc4Cl)noc3C)c2cc1C | 9 | i | -23
COc1cccc(NC(=O)c2ccc(N3C(=O)C4CCC(C)CC4C3=O)cc2)c1 (centres undefined) | 1 | i | -4
COC(=O)C1=CN(Cc2ccc(C)cc2)C=C(C(=O)OC)C1c1cc(OC)c(OC)c(OC)c1 | 14 | i | -46

Gathered by group: those above containing bromine.
SMILES | OX1R antag-1 | CHT PAM | OX1R antag-2
Cc1cc(C)cc(NC(=O)CCNS(=O)(=O)c2cc(Br)cnc2N)c1 | 65* | i | -13
O=C(Nc1ccccc1)OCCNC(=O)c1cccc(Br)c1 | 7 | i | -13
CC(C)C[C@H](N)c1nnc(SCC(=O)Nc2ccc(Br)cc2)o1 | 6 | i | -1

(more compounds)
SMILES | OX1R antag-1 | CHT PAM | OX1R antag-2
CCN1C(=O)[C@@H]2[C@H](C1=O)[C@@H]1C(=O)Nc3ccccc3C(=O)N1[C@@H]2c1ccc(Br)cc1 | 0 | i | -13
COc1cc(-c2cc(C(=O)N(C)Cc3ccccc3)c3ccccc3n2)cc(OC)c1OC | -26 | i | -36
COc1ccccc1N1CCN(C2CCCN(C(=O)c3ccccn3)C2)CC1 (centres undefined) | 10 | i | -3
Cc1ccc(C(=O)N2c3ccccc3NC(=O)C2C)cc1 (centres undefined) | 5 | i | -23
Cc1nnc(Sc2cc(C(=O)NCc3ccco3)c3ccccc3n2)s1 | 24 | i | -36
CCOc1nc(SC(C(C)=O)C(=O)Nc2ccccc2)nc(N(C)C)n1 (centres undefined) | 16 | i | -23
O=S(=O)(NCC1CCCO1)c1ccccc1 (centres undefined) | 4 | i | -28
O=C1OC(c2ccccc2)=N/C1=C\C=C\c1ccco1 | 18 | i | 0
COc1ccc(NC2c3ccccc3C(=O)N2Cc2ccccc2Cl)cc1OC (centres undefined) | 38 | i | -23
CN(Cc1nccs1)C(=O)C1CCC(=O)N(CCc2cccc(F)c2)C1 (centres undefined) | 6 | i | -4
O=C(Nc1ccccc1NC(=O)c1ccco1)c1ccccc1 | 10 | i | -10
O=C(O)/C=C/c1cn(-c2ccccc2)nc1-c1cccs1 | 30 | i | 6
O=C1/C(=C/c2ccc3c(c2)OCO3)Oc2cc(OCC(=O)N3CCC[C@H]3C(=O)O)ccc21 | 35 | i | 0
O=C(CCSCc1ccccc1F)NCc1cccs1 | 10 | i | -8
Cc1ccc(S(=O)(=O)Nc2ccc3c(c2)OCCO3)cc1 | 20 | i | -1
O=C1CSC(=S)N1c1cccc(Cl)c1 | 14 | i | 8
O=C(NC12CC3CC(CC(C3)C1)C2)c1cc([N+](=O)[O-])ccc1N1CCOCC1 | 16 | i | -22
COc1nc(N(CC(N)=O)S(=O)(=O)c2ccccc2)nc(C)c1Cl | 19 | i | -27
CCN1CCN(C(=O)CCc2nnc(CCc3ccccc3OC)o2)[C@@H](C)C1=O | 11 | i | -6
Cc1ccc(OCC(O)CN2CCN(Cc3ccc4c(c3)OCO4)CC2)cc1C (centres undefined) | 0 | i | -12

An excerpt from above, reduced to OX1R antag-2 and CHT PAM:
smiles | OX1R antag-2 | CHT PAM
O=C1OC(c2ccccc2)=N/C1=C\C=C\c1ccco1 | 0 | i
CCN1C(=O)[C@@H]2[C@H](C1=O)[C@@H]1C(=O)Nc3ccccc3C(=O)N1[C@@H]2c1ccc(Br)cc1 | -13 | i

(listing goes on)
SMILES | OX1R antag-1 | CHT PAM | OX1R antag-2
C[C@H](CO)N1C[C@H](C)[C@@H](CN(C)Cc2ccc3c(c2)OCO3)Oc2c(NC(=O)Cc3ccccc3)cccc2C1=O | 9 | / | -15
Brc1cccc(OCCCCn2cncn2)c1 | 13 | i | -19
COc1ccccc1-c1cc(C(=O)NC2CCN(C)CC2)c2ccc(Cl)c(C)c2n1 | 3 | i | 4
CN(C)c1cc(-c2ccc(F)cc2)oc(=O)c1Cl | 8 | i | -9
CCOc1cc(C2C3=C(CCCC3=O)Nc3nc(C(=O)OC)nn32)ccc1OC (centres undefined) | 3 | i | -17
Cc1nn(C2CCS(=O)(=O)C2)c(Cl)c1/C=C/C(=O)OCC(=O)c1c[nH]c2ccccc12 (centres undefined) | 9 | i | -9
Cc1onc(-c2ccccc2Cl)c1C(=O)Nc1ccccc1C(=O)NC(C)C | 7 | i | 2
Cc1cccc(NS(=O)(=O)c2ccc(-c3cnc(C4CC4)o3)cc2)c1 | 9 | i | 6
COC(=O)c1ccc(N2C(=O)CC(N3CCN(c4ccccc4)CC3)C2=O)cc1 (centres undefined) | 30 | i | -17
Cc1cc(C)n2nc(SCCCC(=O)c3ccccc3)nc2n1 | 25 | i | -12
COc1cccc(/C=C/c2onc(C)c2S(=O)(=O)N2CCC(C(=O)NC3CCCCCC3)CC2)c1 | 14 | i | -31
Cc1ccc(S(=O)(=O)Cc2ccc([N+](=O)[O-])cc2)cc1 | 21 | i | -2
COc1cccc(CN2CCN(C(=O)CCc3nnc(C4CCCCC4)o3)CC2=O)c1 | 10 | i | -24
Cn1c(-c2ccc(F)cc2)cnc1SCC(=O)Nc1ccccc1 | 9 | i | -18
COC(=O)c1ccc(CSc2nnc(NC(=O)C3CC(=O)N(Cc4ccc(C)cc4)C3)s2)cc1 (centres undefined) | 6 | i | -32
COc1ccc(C(CC(=O)O)NC(=O)OC(C)(C)C)cc1 (centres undefined) | 6 | i | -5
COc1cccc(/C=N/NC(=O)CC2C(=O)NN=C2C)c1OC (centres undefined) | 22 | i | -16
Cc1ccc(C(=O)Nc2sc3c(c2C(=O)O)CCCC3)o1 | 8 | i | 3
Cc1cc(C)[n+](Cc2ccccc2)cc1C(N)=O | 22 | i | -14
Cc1ccc(NC(=O)c2cc(C)nn2-c2ccccc2)cc1 | 13 | i | -13

5 of the entries above in order of the OX1R antag-1 value, largest number first.
| molecule | OX1R antag-1 |
| --- | --- |
| Brc1cccc(OCCCCn2cncn2)c1 | 13 |
| Cc1nn(C2CCS(=O)(=O)C2)c(Cl)c1/C=C/C(=O)OCC(=O)c1c[nH]c2ccccc12 (centres undefined) | 9 |
| Cc1ccc(C(=O)Nc2sc3c(c2C(=O)O)CCCC3)o1 | 8 |
| COC(=O)c1ccc(CSc2nnc(NC(=O)C3CC(=O)N(Cc4ccc(C)cc4)C3)s2)cc1 (centres undefined) | 6 |
| COc1ccccc1-c1cc(C(=O)NC2CCN(C)CC2)c2ccc(Cl)c(C)c2n1 | 3 |

Next entries:
SMILES | OX1R antag-1 | CHT PAM | OX1R antag-2
COc1ccccc1NC(=O)Cn1c(CCC(=O)O)ccc1-c1ccccc1 | 17 | i | -22
CCN1CCN(Cc2nc3cc(NC(=O)COc4ccc([N+](=O)[O-])cc4)ccc3n2C)CC1 | 13 | i | -5
O=C1c2[nH]nc(-c3ccccc3O)c2C(c2ccc(F)cc2)N1Cc1ccco1 (centres undefined) | -3 | i | -24
CCOc1ccccc1N1CCN(C(=O)Cc2ccc(S(=O)(=O)N3CCOCC3)s2)CC1 | 13 | i | -27
CCCN(c1ccccc1F)S(=O)(=O)c1c[nH]c(C(=O)OC)c1 | 0 | i | -13
COCCSc1nnc(-c2cnccn2)o1 | 8 | i | -4
COc1ccccc1/C=C/C=N/NC(=O)c1cc(-c2ccco2)[nH]n1 | 31 | i | -13
COc1cccc(C(=O)NCC(=O)OC(C)C(=O)NC23CC4CC(CC(C4)C2)C3)c1 (centres undefined) | 6 | / | 1
CCOc1ccccc1N(CC(=O)N1CCC(C)CC1)S(=O)(=O)c1ccc(C)cc1 | 17 | i | -33
C=C(C)CNC(=O)c1ccc(OC2CCN(C(=O)COC)CC2)cc1 | 14 | i | -7
COc1ccc(NC(=O)NNC(=O)COc2ccc([N+](=O)[O-])c(C)c2)cc1OC | -2 | i | -2
Cc1cccc2cccnc12 | 2 | / | -8
CSc1cccc(CN2CCCC(C(=O)Nc3cccc(-n4cccn4)c3)C2)c1 (centres undefined) | 31 | i | -17
Cc1ccc(C23CC4CC(CC(C(=O)N(C)C)(C4)C2)C3)cc1 | -1 | i | -42
CC1CCCC(NC(=O)CN2CCN(Cc3ccc(Cl)cc3)C2=O)C1C (centres undefined) | 19 | i | -9
O=C(c1ccccc1)N(CCO)Cc1cc2cc3c(cc2[nH]c1=O)OCCO3 | 20 | i | -19
O=C(/C(=C/c1ccccc1Cl)c1ccccc1)N1CCOCC1 | 4 | i | -8
CCOC(=O)c1cc2cc([N+](=O)[O-])cc(OC)c2oc1=O | 15 | i | -9
CCOc1ccc(S(=O)(=O)N(C)c2ccc(OCC(=O)Nc3nc4ccccc4s3)cc2)cc1 | 41 | i | 24
